TrxR1 substrate = qHTS Assay for Substrates of Mammalian Selenoprotein Thioredoxin Reductase 1 (TrxR1): qHTS. 0.01% of 390,000 active. Thioredoxin reductase 1, cytoplasmic (Rattus norvegicus), O89049. Potency, µM (doses to about 114 µM), inactives show at the top dose activity change, negative = substrate turnover. AID 588456, 2011. purified TrxR1 substrate turnover, NADPH consumption readout; note: potency is the fitted concentration of half-maximal effect; % is set by controls: 0 for no effect and ±100 for the full control effect; nearly all actives have a fitted effect of over 50% in size
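Rat TrxR1, dispensed at 90 nM, was prereduced with 400 uM NADPH (final) for 5 min at ~22 deg C, then incubated with compound 15 min before 400 uM selenite. A first-read NADPH fluorescence drop versus no-compound background flagged substrates.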
Pin1 inh = qHTS Assay to Find Inhibitors of Pin1 | Peptidyl-prolyl cis-trans isomerase NIMA-interacting 1 (Homo sapiens), Q13526 | Pin1 FP peptide displacement, HiFluor488, 10 min | Potency, µM (titrated, usually from 115 µM), without a hit: at the top dose activity, negative = inhibition, hits mostly inhibitors | 0.009% of 390,000 active; active = well fitted inhibition curve with a large enough effect in the polarisation, with a control signal flat, not every such curve was filed as active; inconclusive = small, poorly fitted or top-dose-only effect, or effect the other way, or a change in a side signal; inactive = no such curve, though single readings can be large or run the other way; the % refers to the polarisation; note: potency is the fitted concentration of half-maximal effect; % is set by controls: 0 for no effect and ±100 for the full control effect
Target sequence (Q13526 whole entry, looked up): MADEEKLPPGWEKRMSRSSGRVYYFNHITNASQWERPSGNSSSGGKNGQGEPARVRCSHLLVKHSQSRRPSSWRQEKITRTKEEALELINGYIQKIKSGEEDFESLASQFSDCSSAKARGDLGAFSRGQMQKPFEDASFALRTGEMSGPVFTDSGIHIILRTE
mIDH1 inhibitor = qHTS for Inhibitors of mutant isocitrate dehydrogenase 1 (IDH1): qHTS. IDH1-R132H enzyme, NADPH consumption, diaphorase/resazurin fluorescence. Potency, µM (top dose mostly 76.6 µM), for the others: at the top dose activity change, negative = inhibition, hits mostly inhibitors. 0.093% of 390,000 active. AID 602179, 2012; note: potency is the fitted concentration of half-maximal effect; % is set by controls: 0 for no effect and ±100 for the full control effect; nearly all actives have a fitted effect of over 65% in size
Target sequence (O75874 whole entry R132H, stated change not applied): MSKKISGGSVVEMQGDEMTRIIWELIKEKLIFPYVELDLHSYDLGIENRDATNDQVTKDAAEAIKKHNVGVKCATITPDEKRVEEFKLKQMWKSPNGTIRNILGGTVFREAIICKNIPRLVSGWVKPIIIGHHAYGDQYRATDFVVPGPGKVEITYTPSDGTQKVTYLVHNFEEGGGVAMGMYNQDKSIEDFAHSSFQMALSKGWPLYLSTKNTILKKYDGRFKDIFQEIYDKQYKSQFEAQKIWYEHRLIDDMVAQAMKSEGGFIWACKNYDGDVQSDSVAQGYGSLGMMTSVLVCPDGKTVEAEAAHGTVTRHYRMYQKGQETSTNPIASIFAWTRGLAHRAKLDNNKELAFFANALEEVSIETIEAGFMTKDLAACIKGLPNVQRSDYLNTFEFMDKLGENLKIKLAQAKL
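IDH1-R132H (0.5 ug/mL dispensed) in pH 7.5 Tris buffer was preincubated 30 min with compound, then given a substrate mix of 0.016 mM NADPH and 2 mM alpha-KG for 80 min at room temperature; remaining NADPH was read by diaphorase/resazurin fluorescence.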
TRHR PAM = qHTS for Small Molecule Agonists and Allosteric Enhancers of Human TRH Receptor: Primary Screen for Enhancers. Thyrotropin-releasing hormone receptor (Homo sapiens), P34981. 0.66% of 360,000 active. TRHR cells, fluo-8 calcium fluorescence, EC20 TRH enhancement. enhancement, % at 2 µM; in the data active = enhancement above about 30%; note: 0% is about no effect
Target sequence (P34981 whole entry, looked up): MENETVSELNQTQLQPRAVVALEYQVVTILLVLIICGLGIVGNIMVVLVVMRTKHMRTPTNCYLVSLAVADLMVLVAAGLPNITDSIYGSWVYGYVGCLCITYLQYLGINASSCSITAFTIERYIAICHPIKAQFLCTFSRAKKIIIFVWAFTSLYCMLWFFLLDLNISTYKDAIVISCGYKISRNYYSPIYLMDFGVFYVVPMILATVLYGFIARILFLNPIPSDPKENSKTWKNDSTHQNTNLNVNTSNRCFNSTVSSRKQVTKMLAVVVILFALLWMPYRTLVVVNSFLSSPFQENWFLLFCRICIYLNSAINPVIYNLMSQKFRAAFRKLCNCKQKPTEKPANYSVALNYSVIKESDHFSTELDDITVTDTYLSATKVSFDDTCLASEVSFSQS
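Enhancer read-out: after compound pinning and an initial kinetic agonist-mode read, an EC20 of TRH (10 nM final) was injected and fluo-8 calcium signal (Ex 480/Em 530) followed at 1 s/cycle for 100 cycles in TRHR-expressing cells.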
D2 antagonist = HTS Assay for Allosteric Antagonists of the Human D2 Dopamine Receptor: Primary Screen for Antagonists; HEK293 TREx D2 cells, calcium flux, dopamine EC80; 2% of 340,000 active; inhibition, % at 10 µM; D(2) dopamine receptor (Homo sapiens), P14416; in the data active = inhibition above about 30%; note: 0% is about no effect
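Cells plated overnight at 30 C with tetracycline; no-wash calcium dye, 30–90 min RT; 10 s baseline; compound pinned; 180 s read; EC80 dopamine added; another 180 s read.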
USP1-UAF1 inh = Inhibitors of USP1/UAF1: Primary Screen. Ubiquitin carboxyl-terminal hydrolase 1 (Homo sapiens), O94782. 0.23% of 390,000 active. Potency, µM (top dose mostly 57.1 µM), without a hit: at the highest dose activity change, negative = inhibition, actives largely listed as inhibitors. recombinant USP1/UAF1, Ub-Rhodamine cleavage fluorescence. AID 743255, 2014; note: potency is the fitted concentration of half-maximal effect; % is set by controls: 0 for no effect and ±100 for the full control effect; nearly all actives have a fitted effect of over 60% in size; inactives centre near -12
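High-throughput fluorogenic screen: 1nM USP1/UAF1 complex, Ub-Rho substrate 150nM final, 50mM HEPES pH 7.8 with 0.5mM EDTA, 0.1 mg/ml BSA, 1mM TCEP and 0.01% Tween-20.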
TRHR ag = qHTS for Small Molecule Agonists and Allosteric Enhancers of Human TRH Receptor: Primary Screen for Agonists. activation, % at 2 µM. 0.18% of 360,000 active. TRHR cells, calcium flux fluo-8, FDSS agonist mode; in the data active = activation above about 30%; note: 0% is about no effect
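TRHR-expressing cells loaded with fluo-8 calcium dye; 23 nL library compound pin-transferred, kinetic FDSS fluorescence (Ex 480/Em 530) recorded about 180 s for agonist-induced calcium release, before a 10 nM TRH EC20 addition for potentiator mode.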
D2 ag = HTS Assay for Allosteric Agonists of the Human D2 Dopamine Receptor: Primary Screen for Agonists; 0.53% of 340,000 active; HEK293 T-REx D2 cells, calcium flux agonist mode; activation, % at 2 µM; D(2) dopamine receptor (Homo sapiens), P14416;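 active = activation over 3 SD above normal in the single-dose calcium agonist read, cut at about 30% in these data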; note: 0% is about no effect
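Tetracycline-induced HEK293 T-REx cells with force-coupled D2 receptor, plated overnight at 30 C, loaded with no-wash calcium dye. After a 10 s baseline, compound was pin-added and calcium flux read kinetically for 180 s; calcium rises flagged agonists.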
TrxR1 inh = qHTS Assay for Inhibitors of Mammalian Selenoprotein Thioredoxin Reductase 1 (TrxR1): qHTS. Potency, µM (series often up to 114 µM), for inactives: at the top dose activity change, negative = inhibition, hits mostly inhibitors. 1% of 390,000 active. Thioredoxin reductase 1, cytoplasmic (Rattus norvegicus), O89049. recombinant rTrxR1, NADPH fluorescence consumption, selenite substrate; note: potency is the fitted concentration of half-maximal effect; % is set by controls: 0 for no effect and ±100 for the full control effect; nearly all actives have a fitted effect of over 65% in size
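Rat TrxR1 (90 nM in the dispensed reagent) was pre-reduced with 400 uM NADPH for 5 min at room temperature, then incubated with compound for 15 min. After 400 uM selenite was added, NADPH fluorescence (Ex 340/Em 450 nm) was followed for 8 min.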
* = called active by the depositor; ? = inconclusive; . = no result given; & = joins results of further samples; [ ] = dose if it differs, or a comment. Unless noted, calls come from the whole dose curve; as a rule, active = well fitted inhibition curve with a large enough effect; inconclusive = small, poorly fitted or top-dose-only effect; inactive = no such curve, though single readings can be large or run the other way. This is a subset; count on the stated rates, not on these rows.

Sequence of screens: mIDH1 inhibitor, TRHR PAM, TrxR1 substrate, D2 ag, USP1-UAF1 inh, D2 antagonist, TRHR ag, Pin1 inh, TrxR1 inh
CCC(=O)Nc1nnc(S(=O)(=O)N2CCCc3ccccc32)s1
 : 11%, 5, 1%, -0.5, -8%, -9, 0.3, 5%, 11%
CC(C)(C)C(=O)Nc1ccnc(-c2cccnc2)n1
 : ., -5, ., -0.2, ., 3, 0.4, ., .
O=C(NCCCc1ccccc1)Nc1ccccc1
 : 11%, 7, -7%, 0.6, -19%, -23, 0.0, 1%, -10%
CC(C)C[C@@H](CN)NC(=O)c1nc[nH]c1C(=O)N[C@@H](CC(C)C)C(=O)CNC[C@H](C)NC(=O)c1nc[nH]c1C(=O)N[C@@H](CC(=O)O)C(=O)O
 : 2%, ., -6%, ., -26%, ., ., -12%, -18%
CC(C)OC(=O)c1ccc(NC(=O)CSc2nc(-c3cccs3)cc(C(F)(F)F)n2)cc1
 : -8%, 5, 0%, 1.2, -21%, ., 1.7, 10%, 12%
CCCCC(C)n1[nH]c(=O)cc1N (stereo not drawn)
 : -1%, -4, -2%, 0.1, -25%, -8, -0.2, -1%, ?
O=C(COC(=O)/C=C/c1ccc(F)cc1)NC1CCS(=O)(=O)C1 (stereo not drawn)
 : -1%, 4, -8%, -0.2, -3%, -4, 0.2, -5%, -11%
S=c1[nH]nc(-c2ccc3ccccc3n2)n1Cc1ccccc1
 : 4%, 2, 0%, 0.0, -21%, -5, 0.0, -5%, -8%
COc1ccc(C(C)=O)cc1CSc1nc2cc(Cl)ccc2o1
 : 7%, 2, -2%, -0.1, -22%, 6, 0.9, 47%[activator], -16%
CCNc1nc2c(c(=O)[nH]c(=O)n2C)n1CCCc1ccccc1
 : -3%, -4, 71%[activator], -0.7, -13%, -9, 0.4, -1%, 25%
Cc1cc(C)c(NC2=NCC(=O)N2C2CCCCC2)c(C)c1
 : 10%, 1, -7%, 4.7, -9%, 3, 5.2, 0%, -6%
Nc1nnc(CC(=O)N/N=C/c2ccccc2OCc2ccccc2F)s1
 : 2%, 2, -3%, 0.3, 5%, -4, 0.2, 8%, 4%[57.1 µM]
Cc1cccc(NC(=O)CSc2nnc(CNC(=O)c3ccco3)o2)c1C
 : 2%, 0, -8%, 0.0, -22%, -1, -0.2, -4%, -9%
Cc1nc(-c2cccc(N)c2)cs1
 : 3%, -5, -6%, -0.1, -13%, -4, 0.1, 0%, 5%
COc1ccc(C(=O)NC2CCCCCCC2)cc1OC
 : 4%, ., -4%[57.1 µM], ., -10%, ., ., 0%, 11%[57.1 µM]
COc1ccccc1NC(=O)CN(Cc1ccco1)C(=O)c1ccc(=O)[nH]c1
 : 8%, 14, 8%, 0.6, -15%, 10, 0.7, -9%, 15%
COC(=O)c1c(C(=O)OC)c(-c2ccc(F)cc2)n2c1CS(=O)(=O)C2
 : -2%, -1, 4%[2.29 µM], 0.8, -8%, 12, 0.2, 2%, 3%[2.29 µM]
O=C(Nc1ccc2nc3ccccc3nc2c1)c1ccc(Br)cc1
 : 0%, -2, 7%, 1.9, -20%, 13, 1.8, 8%, 8%
COc1ccccc1NC(=O)NC1(C(=O)N2CCOCC2)CCCCC1
 : -1%, -2, -1%, -0.4, -4%, 3, -0.4, -2%, 19%
NS(=O)(=O)c1ccc(NC(=O)N2c3ccccc3Sc3ccccc32)cc1
 : 0%, -1, 2%, 0.4, -8%, 19, -0.4, 1%, 7%
CCCCNC(=O)C1c2ccccc2C(=O)N(c2ccc(OC)cc2)C1c1ccc(OC)cc1 (stereo not drawn)
 : 4%, -3, -9%, -0.6, -14%, -1, 0.4, 1%, -2%
COc1ccc(CNS(=O)(=O)c2ccc(-n3cnnn3)c(C)c2)cc1
 : -11%, -1, -4%, -0.1, ?, -2, 0.1, 5%, -8%
Cc1cc(NC(=O)Cn2cnc3sccc3c2=O)no1
 : 0%, ., 13%[57.1 µM], ., 2%, ., ., 7%, 13%[57.1 µM]
CCCCOC(=O)Nc1ccc(C(N)=O)cc1
 : 0%, -2, -13%, 0.6, -5%, 2, 0.3, -3%, 24%[57.1 µM]
CCOC(=O)CNC(=O)c1cnc(Nc2ccccc2OC)c2ccccc12
 : 0%, -1, 3%, -0.5, -18%, 1, -0.1, 0%, 10%
O=c1[nH]c(COc2ccc(Br)cc2Cl)nc2ccccc12
 : 0%, -2, 3%, 0.3, -9%, -4, 0.2, 14%, 2%
CSc1ccccc1OCc1cc(C(=O)NCc2cnc(C)cn2)no1
 : 2%, -3, 9%, -0.5, -19%, 9, -2.8, 2%, 17%
CN(C)c1ccc(NC(=O)CC2NCCNC2=O)cc1 (stereo not drawn)
 : -2%, 7, 1%, 0.2, -10%, -12, 0.1, 0%, -6%
O=C(COC(=O)CC(c1ccccc1)c1ccccc1)NCc1ccccc1
 : 13%, 4, -7%, 0.3, -3%, 10, 0.3, ?, 14%
O=C(CCSc1nnc(-c2ccncc2)o1)Nc1ccccc1
 : -4%, -4, -4%, 0.4, 0%, -5, 0.4, 0%, -7%
CCOc1ccc(NC(=O)CSc2nc(-c3cccc(Cl)c3)nc3c2Cc2c(CO)cnc(C)c2O3)cc1
 : 14%, -2, -1%, 0.8, 3%, ., 0.8, 3%, -4%
CCN(CC)CCN(Cc1cc2cccc(C)c2[nH]c1=O)C(=S)Nc1ccccc1
 : -4%, -6, 4%[57.1 µM], 0.2, -9%, -6, 0.5, 0%, 19%[57.1 µM]
COC(=O)NNC(=O)C1CCC(C)CC1 (stereo not drawn)
 : 11%&4%, 2&2, 1%&3%, 0.0, 6%&-10%, ., 0.3&0.4, 5%&-6%, 8%&9%
CSc1ccc(/C=C/C(=O)c2ccc(NC(C)=O)cc2)cc1
 : 2%, 6, -10%, 0.9, 0%, -2, 0.9, 23%, -3%
Cc1cc(C)c2nc(N3CCC(C(=O)NCCN4CCOCC4)CC3)sc2c1
 : 1%, -3, 8%, 0.2, -21%, 11, 0.0, -4%, 11%
CN(c1ccc(C(=O)N/N=C/c2cccc([N+](=O)[O-])c2)cc1)S(=O)(=O)c1ccccc1
 : 6%, 9, -6%, ., -6%, ., -0.7, -2%, -9%
CC(=O)Nc1c2c(nn1-c1ccccc1C)CS(=O)(=O)C2
 : 3%, 9, 5%, 0.6, -23%, 6, 0.7, -8%, 11%
CC(=O)Nc1c(Cl)cc([N+](=O)[O-])c2ccccc12
 : 1%, 1, -19%, ., -7%, ., 0.3, -1%, -25%
Cc1ccc2c(c1)-c1c(c(C(=O)N3CCN(c4cc(C)ccc4C)CC3)nn1C)CS2
 : ?, 7, -3%[57.1 µM], 2.0, ., ., 3.6, ?, 8%[57.1 µM]
CC(C)(C)CN1CCN(Cc2cccnc2)CC1CCO (stereo not drawn)
 : 0%, 0, -9%, ., -3%, ., 0.4, -4%, 17%[57.1 µM]
c1ccc(-n2cnc3cc(NCc4ccco4)ccc32)cc1
 : 4%, -2, 10%[57.1 µM], -0.2, -19%, 5, -1.1, 2%, 14%[57.1 µM]

Molecules listed so far that have a Cl atom (4):
Sequence of screens: mIDH1 inhibitor, TRHR PAM, TrxR1 substrate, D2 ag, USP1-UAF1 inh, D2 antagonist, TRHR ag, Pin1 inh, TrxR1 inh
COc1ccc(C(C)=O)cc1CSc1nc2cc(Cl)ccc2o1
 : 7%, 2, -2%, -0.1, -22%, 6, 0.9, 47%[activator], -16%
O=c1[nH]c(COc2ccc(Br)cc2Cl)nc2ccccc12
 : 0%, -2, 3%, 0.3, -9%, -4, 0.2, 14%, 2%
CCOc1ccc(NC(=O)CSc2nc(-c3cccc(Cl)c3)nc3c2Cc2c(CO)cnc(C)c2O3)cc1
 : 14%, -2, -1%, 0.8, 3%, ., 0.8, 3%, -4%
CC(=O)Nc1c(Cl)cc([N+](=O)[O-])c2ccccc12
 : 1%, 1, -19%, ., -7%, ., 0.3, -1%, -25%

Quoted at random: two records from the list.
Sequence of screens: mIDH1 inhibitor, TRHR PAM, TrxR1 substrate, D2 ag, USP1-UAF1 inh, D2 antagonist, TRHR ag, Pin1 inh, TrxR1 inh
CN(c1ccc(C(=O)N/N=C/c2cccc([N+](=O)[O-])c2)cc1)S(=O)(=O)c1ccccc1
 : 6%, 9, -6%, ., -6%, ., -0.7, -2%, -9%
COC(=O)NNC(=O)C1CCC(C)CC1 (stereo not drawn)
 : 11%&4%, 2&2, 1%&3%, 0.0, 6%&-10%, ., 0.3&0.4, 5%&-6%, 8%&9%
